# M5 PAM – positive allosteric modulators of human muscarinic M5 receptor; P08912; CHO-K1 hM5, Fluo-8 calcium, ACh EC20 PAM; 0% = ACh EC20, 100% = ACh EC100; activation, % at 3 µM; 0.3% of 360,000 active;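 active = activation above the run cutoff, the mean activation of all test compounds plus 3 SD, cut at about 18% in these data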
# Target sequence (P08912 whole entry, looked up): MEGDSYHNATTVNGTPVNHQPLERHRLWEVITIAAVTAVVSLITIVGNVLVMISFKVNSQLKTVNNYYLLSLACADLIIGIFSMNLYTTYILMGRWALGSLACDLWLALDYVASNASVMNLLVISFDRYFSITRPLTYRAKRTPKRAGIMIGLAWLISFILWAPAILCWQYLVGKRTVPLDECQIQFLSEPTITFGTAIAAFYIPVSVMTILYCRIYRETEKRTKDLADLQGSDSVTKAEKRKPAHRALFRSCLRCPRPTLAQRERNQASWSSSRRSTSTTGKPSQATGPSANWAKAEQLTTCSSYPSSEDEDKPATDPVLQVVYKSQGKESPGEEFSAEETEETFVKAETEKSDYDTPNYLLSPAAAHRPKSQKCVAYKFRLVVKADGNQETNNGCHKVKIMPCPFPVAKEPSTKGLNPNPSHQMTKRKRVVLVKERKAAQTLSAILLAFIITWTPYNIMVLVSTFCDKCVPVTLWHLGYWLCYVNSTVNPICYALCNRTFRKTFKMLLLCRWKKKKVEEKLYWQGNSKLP
#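 system = human M5 receptor in CHO-K1 cells | reagent = EC20 acetylcholine as agonist stimulus | compound dosing = single-point, 3 µM nominal | incubation = Fluo-8 loading 80 min at 37 °C plus 30 min room temperature | detection = Fluo-8 calcium dye fluorescence, kinetic read | benchmarks = low control EC20 acetylcholine (0%), high control EC100 acetylcholine (100%)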
# M4 PAM – potentiates acetylcholine response at human M4 receptor; P08173; CHO-K1 hM4/Gqi5, Fluo-8 calcium fluorescence, ACh EC20; 0% = ACh EC20, 100% = maximal ACh; activation, % at 3 µM; 0.4% of 360,000 active;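 active = activation above its plate's cutoff, the mean activation of sample wells plus 3 SD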; also: some results filed as inactive read as strong as hits
# Target sequence (P08173 whole entry, looked up): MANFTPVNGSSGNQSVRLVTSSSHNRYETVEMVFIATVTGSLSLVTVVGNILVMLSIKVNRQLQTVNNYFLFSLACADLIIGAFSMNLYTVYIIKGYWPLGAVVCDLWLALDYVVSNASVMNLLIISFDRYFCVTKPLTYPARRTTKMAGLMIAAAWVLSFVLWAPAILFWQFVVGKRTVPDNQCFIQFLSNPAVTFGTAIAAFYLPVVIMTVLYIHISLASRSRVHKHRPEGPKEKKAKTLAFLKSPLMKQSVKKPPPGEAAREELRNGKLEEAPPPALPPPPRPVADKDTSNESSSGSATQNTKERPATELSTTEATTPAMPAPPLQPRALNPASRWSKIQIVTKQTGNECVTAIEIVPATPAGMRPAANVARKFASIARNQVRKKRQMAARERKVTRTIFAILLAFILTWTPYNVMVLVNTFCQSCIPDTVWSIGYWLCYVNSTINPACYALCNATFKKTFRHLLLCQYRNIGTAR
# M5 ag – agonists of human muscarinic M5 receptor (CHRM5). P08912. CHO-K1 hM5 cells, Fluo-8 calcium fluorescence; 0% DMSO wells, 100% maximal acetylcholine response. activation, % at 3 µM. 0.19% of 360,000 active;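 active = activation above the run's mean over test compounds plus 3 SD, cut at about 23% in these data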;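 also: signal is peak over basal fluorescence ratio across the kinetic read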
# CHRM4 agonist – agonists of human muscarinic M4 receptor (CHRM4) | P08173 | 0.14% of 360,000 active | CHO-K1 hM4/Gqi5, Fluo-8 calcium fluorescence; vehicle 0%, full acetylcholine response 100% | activation, % at 3 µM;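 active = activation above the run mean over all test wells plus 3 SD, cut at about 32% in these data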;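 also: peak over basal fluorescence ratio per well then scaled between controls; 0% = DMSO wells and 100% = acetylcholine at EC100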
# CRFBP-R2 agonist – agonists of human CRF-binding protein/CRF-R2 receptor complex; HEK293 CRF-R2/CRF-BP, calcium dye fluorescence (FLIPR); percent of saturating CRF peptide response; activation, % at 13.2 µM; 0.46% of 350,000 active; AID 588473;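 active = activation of at least 50%, plus an integration ratio under a set limit after plate pattern correction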;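 also: plate controls were neutral control wells without compound for no effect and CRF at EC100 for full effect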
# CHRM5 antagonist – blocks acetylcholine activation of human M5 receptor; CHO-hM5 cells, Fluo-8 calcium fluorescence, ACh EC80; AID 624040; 0.59% of 360,000 active; inhibition, % at 3 µM;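 active = inhibition above a per-plate cutoff, the mean of that plate's test compounds plus 3 SD, cut at about 27% in these data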;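 also: 0% = acetylcholine EC80 with DMSO and 100% = DMSO without agonist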
# CHRM4 antagonist – blocks acetylcholine activation of human M4 receptor; P08173; CHO-hM4 cells, ACh EC80, Fluo-8 calcium fluorescence; inhibition, % at 3 µM; 0.73% of 360,000 active; AID 624125;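 active = inhibition above its plate's cutoff, the mean inhibition of sample wells plus 3 SD, cut at about 27% in these data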;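 also: 0% = acetylcholine EC80 with DMSO and 100% = DMSO without agonist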
# CRFBP-R2 block – blocks CRF-induced signaling of the CRF-BP/CRF-R2 complex | HEK293 CRF-R2/CRF-BP, CRF-induced calcium fluorescence | inhibition, % at 11.8 µM | 0.59% of 350,000 active;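 active = inhibition of the ligand-induced calcium signal above about 50% at the single tested concentration, limit read from the data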
# M1 PAM – potentiates human M1 receptor response to acetylcholine. 0.088% of 360,000 active. activation, % at 3 µM. CHO-K1 hM1, Fluo-8 calcium fluorescence, ACh EC20; 0% = ACh EC20, 100% = maximal ACh. P11229; in the data active = activation above about 19%, passing the limit was not always enough
# Numbers without * were called inactive; / = not tested or not shown.
SMILES,M5 PAM,M4 PAM,M5 ag,CHRM4 agonist,CRFBP-R2 agonist,CHRM5 antagonist,CHRM4 antagonist,CRFBP-R2 block,M1 PAM
O=S(=O)(c1ccc(F)cc1)N1CCn2c(nc3ccccc32)C1,-3,0,1,7,-1.2,-1,-5,-4,3
N#Cc1ccc(OCC(=O)N2CCc3ccccc32)cc1,3,9,1,4,-0.2,3,-4,13,3
CCOc1ccc(-c2nnn(CC(=O)Nc3cc(OC)ccc3OC)n2)cc1OCC,-4,4,4,1,-0.9,7,12,-4,11
COc1ccc(C2CC(c3ccccc3)Nc3ncnn32)cc1 (configuration not stated),2,18,2,1,7.9,-3,-14,-30,4
C=CCn1c(SCC(=O)NCc2ccc3c(c2)OCO3)nnc1C1CCCCC1,3,12,-3,0,-0.5,-5,4,5,11
CCN(CC)C(=O)CSc1nnc(-c2cnccn2)n1-c1ccc(C)cc1,4,1,-2,0,-1.0,-2,3,4,11
CCC(=O)N1CCc2cc(S(=O)(=O)CCC(=O)Nc3ccc(C)cn3)ccc21,0,10,-1,1,1.0,7,-12,-6,5
COc1ccc(OC)c2[nH]c(=O)c(CCNC(=S)NC(C)(C)C)cc12,-5,-4,-1,2,-2.5,-1,1,4,5
CCCCCc1c(C)nc(Nc2ccc(F)cc2)[nH]c1=O,4,8,-1,2,5.2,-2,-6,-3,12
Cc1ccc(-n2ncc3c2CCCC3NC(=O)c2ocnc2C)cc1C (configuration not stated),-9,0,4,12,4.0,16,9,-2,3
O=C(c1ccco1)N1CCN(C(=O)c2ccco2)C1=S,5,6,0,0,-1.7,6,-9,-22,4
CC(C)N=C(NS(=O)(=O)c1cccs1)c1ccccc1,1,2,0,0,-1.3,1,-3,2,12
COC(=O)c1ccc(N2C(=O)c3cc(N4CCOCC4)c([N+](=O)[O-])cc3C2=O)cc1,-2,-6,-1,0,-3.9,2,15,7,2
O=C(NCC(c1cccs1)N1CCOCC1)c1cc(S(=O)(=O)N2CCOCC2)ccc1Cl (configuration not stated),6,5,-5,1,2.5,1,4,4,7
Cc1ccc2[nH]c(=O)c(C(c3nnnn3C(C)(C)C)N(Cc3ccco3)CC3CCCO3)cc2c1 (configuration not stated),1,1,1,0,-5.7,1,-10,-35,6
CN(C)c1ccc(/C=N/NC(=O)c2ccnn2C)cc1,6,-2,-4,1,-1.9,1,-1,3,9
Cc1cccc(N2CCN(Cc3cn(C)nc3-c3ccccc3F)CC2)n1,4,-4,-1,1,-0.7,-5,0,0,-8
COc1cccc(C(=O)N2[C@H](COCc3ccccc3)C=CS2(=O)=O)c1,0,0,2,5,/,-1,-9,/,2
COCCCNC(=O)c1cc(=O)n(Cc2ccc(Cl)cc2)c2ccccc12,8,0,4,2,-0.7,-3,-5,0,7
[O-][n+]1onc2c1CCc1c-2nc(-c2ccccc2)n1OCc1ccccc1,5,16,-3,1,1.5,-4,-16,4,5

# The last 2 records of the section before come first, to join the parts.
SMILES,M5 PAM,M4 PAM,M5 ag,CHRM4 agonist,CRFBP-R2 agonist,CHRM5 antagonist,CHRM4 antagonist,CRFBP-R2 block,M1 PAM
COCCCNC(=O)c1cc(=O)n(Cc2ccc(Cl)cc2)c2ccccc12,8,0,4,2,-0.7,-3,-5,0,7
[O-][n+]1onc2c1CCc1c-2nc(-c2ccccc2)n1OCc1ccccc1,5,16,-3,1,1.5,-4,-16,4,5
COc1ccccc1CCNC(=O)C(=O)c1cn(CC(=O)N2CCCC2)c2ccccc12,1,0,-2,8,-0.7,-7,-23,-16,12
O=C(O)CCCCCNC(=O)Cn1nnc2ccccc2c1=O,1,4,-1,0,-1.8,7,-10,-12,8
CCn1nc(C)c(NC(=O)c2cnn3c(C(F)F)cc(-c4ccccc4)nc23)c1C,-3,-2,0,2,-0.6,0,7,9,0
O=C(Nc1ccc(Br)cc1Br)Nc1cccc2[nH]c([C@@H]3O[C@H](CO)[C@@H](O)[C@H](O)[C@H]3O)nc12,-3,7,5,1,/,-2,-15,/,-1
Cn1cccc1Cc1nnc(SCC(=O)Nc2cccc(F)c2)n1CCc1ccccc1,-6,-2,2,8,-1.2,7,2,12,-1
COCCn1c(SCC(=O)NCc2ccc3c(c2)OCO3)nc2ccccc2c1=O,2,1,-1,0,-2.9,6,-6,-11,9
CC(C)CNC(=O)c1cccc(NC(=O)C2CCCO2)c1 (configuration not stated),0,7,0,0,0.6,0,-8,2,7
CCOc1cc(N2CCOCC2)c(OCC)cc1NC1=NCCCCC1,6,3,-2,0,0.9,-3,6,0,9
C[C@H](CO)N1C[C@H](C)[C@H](CN(C)Cc2cccc(C(F)(F)F)c2)OCc2ccccc2-c2c(n(C)c3ccccc23)C1=O,2,6,1,1,2.9,0,-16,-8,12
Cc1cccc(NC(=O)C(Cc2ccccc2)n2cccc2)c1 (configuration not stated),6,-15,-11,0,-0.2,-2,-14,20,-1
Cc1c(C(=O)NCCc2ccc3c(c2)OCCO3)oc2ccccc12,-8,-7,-1,10,0.5,1,5,16,-3
CN(C)C(=O)c1coc2nc3ccccc3nc12,-7,-19,1,16,1.3,9,6,2,-5
O=C1Nc2cc(Cl)c(Cl)cc2N(O)N1c1cccc(Cl)c1,5,-2,4,2,-0.1,-4,-8,-2,-2
Cc1ccc(SC(c2ccc(C)cc2)C(Cn2cncn2)C(=O)c2ccccc2)cc1 (configuration not stated),-9,-5,-2,0,2.1,10,0,12,-4
CC1CC2(CC(C)(C(=O)CSc3n[nH]c(-c4ccccc4Cl)n3)OC2=O)C(=O)O1 (configuration not stated),4,-2,-11,5,-2.4,1,-9,-6,5
O=C(O)COc1ccccc1C(Nc1cccnc1)c1cc(Cl)c2cccnc2c1O (configuration not stated),6,11,-2,1,1.7,-10,-14,7,-1
CC(=O)Nc1ccc(S(=O)(=O)N2CCC(C(=O)NCc3ccco3)CC2)cc1,2,5,-4,0,-0.1,10,2,-4,16
CCC(C)NS(=O)(=O)c1ccc(S(=O)(=O)N(CCc2ccc(OC)c(OC)c2)Cc2cccs2)cc1 (configuration not stated),-8,-2,-1,8,12,14,-1,-14,-9
Cc1ccc(NC(=O)C2COc3ccccc3O2)nc1 (configuration not stated),-1,-1,-5,0,1.8,3,3,7,2
Nc1c(C(=O)NCC2CCCO2)c2nc3ccccc3nc2n1/N=C/c1ccncc1 (configuration not stated),0,-1,0,3,-0.1,7,-2,-2,4
COc1ccc([N+](=O)[O-])cc1N(CC(=O)NCC1CCCO1)S(C)(=O)=O (configuration not stated),-2,1,-1,1,-1.7,-5,4,14,9
Cc1cc(N2C(=O)C(O)=C(C(=O)c3cccs3)C2c2cccc(O)c2)no1 (configuration not stated),2,2,-2,0,-1.6,1,13,33,6
Cc1ccc(S(=O)(=O)NNC(=O)C2CCCCC2)cc1,4,-2,-6,1,-1.7,-5,-15,6,3
O=C(c1cc2ccccc2cc1OCC(O)CN1CCCCC1)N1CCCCC1 (configuration not stated),-4,-11,0,3,0.9,6,8,-18,-19
Cc1cc(C)c2c(CN3CCN(CCO)CC3)cc(=O)oc2c1,-5,-8,-2,0,-1.0,4,3,0,-7
Cc1cccn2c(=O)c3cc(C(=O)N4CCCCC4)sc3nc12,-7,2,-3,2,1.4,14,-3,-7,-3
O=C(NC1CCCN(Cc2ccc(Cl)cc2)C1)c1ccccc1C(F)(F)F (configuration not stated),11,-4,-1,0,-2.3,-17,3,-3,1
CCOc1ccccc1N1CCN(C(=O)c2cc(-c3cccnc3)nc3c(Cl)cccc23)CC1,-4,3,-3,1,-0.1,13,-8,-14,8
CCOC(=O)c1c(N)sc2c1CCCC2=O,-1,15,-3,0,-0.9,3,-3,-6,8
O=C(CCC(=O)N1CCCCC1)Nc1nnc(C2CCCCC2)s1,-2,13,2,2,-0.2,7,-5,-17,6

# Overlap with the part before: 3 entries, followed by the next part.
SMILES,M5 PAM,M4 PAM,M5 ag,CHRM4 agonist,CRFBP-R2 agonist,CHRM5 antagonist,CHRM4 antagonist,CRFBP-R2 block,M1 PAM
CCOc1ccccc1N1CCN(C(=O)c2cc(-c3cccnc3)nc3c(Cl)cccc23)CC1,-4,3,-3,1,-0.1,13,-8,-14,8
CCOC(=O)c1c(N)sc2c1CCCC2=O,-1,15,-3,0,-0.9,3,-3,-6,8
O=C(CCC(=O)N1CCCCC1)Nc1nnc(C2CCCCC2)s1,-2,13,2,2,-0.2,7,-5,-17,6
CCOC(=O)/C(C#N)=C/c1cn(CCC(=O)O)nc1-c1cccc(Cl)c1,9,1,1,0,-0.3,7,2,1,10
c1ccc(OCCCn2ccnc2)cc1,-5,0,-18,1,0.5,9,-5,11,2
Cc1noc(C)c1C(=O)NC(C)C1CCCO1 (configuration not stated),4,5,2,0,-0.7,-11,18,3,4
CCCCn1c(N)c(N(CCOC)C(=O)CCCn2c(=O)oc3ccccc32)c(=O)[nH]c1=O,10,6,-1,1,0.8,2,-10,1,8
Cc1cc(C)c(S(=O)(=O)N(CC(=O)N2CCOCC2)C2CCCCC2)c(C)c1,-6,-3,-3,0,-0.4,3,2,31,11
Cc1cc(C)c(C#N)c(SCC(=O)N(CC(C)C)C2CCS(=O)(=O)C2)n1 (configuration not stated),2,3,-1,-2,0.4,-1,1,-10,1
CC1=C2C3OC(=O)C(C)C3CCC2(C)C=C(Br)C1=O (configuration not stated),-3,-2,1,2,1.8,4,-4,5,-5
Cc1ccc(NC(=O)CSc2ccc(-c3ccco3)nn2)c(C)c1,-3,-10,0,1,2.8,13,9,-26,7
COc1cc(/C=C2\SC(=S)N(NS(=O)(=O)c3ccc(C)cc3)C2=O)ccc1O,-15,-36,18,32,59*,14,0,-34,-3
COc1ccc(N2CCN(C(=O)CC(C)S(=O)(=O)c3ccc4c(c3)NC(=O)CO4)CC2)cc1 (configuration not stated),-8,-14,4,16,-1.2,8,-2,6,-9
CCC(=O)NCCn1ccc2ccccc21,0,6,2,1,0.3,2,-6,2,3
Cc1ccc(OCc2nnc(SCCN3CCOCC3)n2C)cc1,-9,-4,-6,1,-0.3,-1,1,20,4
COC(=O)C1=NNC(C(=O)c2ccco2)C1c1ccccc1 (configuration not stated),1,-2,-3,3,3.0,0,-17,3,2
Cc1cccc(C)c1-c1ccc(CN2C(CC(C)C)C(=O)N(Cc3cn(CCO)nn3)CCS2(=O)=O)cc1 (configuration not stated),-13,-13,3,29,19,11,28*,-20,-9
CCOC(=O)c1c(C)[nH]c(C(=O)OCC(=O)Nc2cc(C)nn2-c2ccccc2)c1C,-2,8,0,4,-0.2,0,-9,2,4
Nc1nnnn1CC(=O)OCc1cccc(Br)c1,8,-1,0,2,0.0,-6,7,5,-4
COc1ccccc1CNC(=O)CN1C(=O)NC(C)(c2ccc(C(C)(C)C)cc2)C1=O (configuration not stated),-3,-5,-1,6,-1.1,2,-1,-12,-10
COc1cc(OC)cc(C(=O)NC2CCN(CC(=O)Nc3cccc4ccccc34)CC2)c1,-3,-2,-3,2,2.4,2,-2,-15,6
Cc1ccc(S(=O)(=O)N2CCCCC2CCNC(=O)C(=O)NCCc2ccco2)cc1 (configuration not stated),6,0,0,3,-0.9,-3,-7,9,5
O=C(CN1C(=O)c2ccccc2S1(=O)=O)NC1CCCCC1,6,1,-3,0,-0.7,1,-11,4,20

# Screens as filed in PubChem BioAssay.
